# Redox H2O2 prof: compounds producing H2O2 with reducing agent – biochemical, NIH compound library profiling, artefact control for MLSCN library redox annotation, primary screen; DTT-dependent redox cycling H2O2, phenol red/HRP absorbance; 100% = 100 µM peroxide control, 0% = buffer; activation, % at 10 µM; 0.03% of 200,000 active;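 active = activation of at least 50% relative to the plate's high and low controls in the primary single-dose screen; inactive = activation below 50%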;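 note: compound incubated with DTT at 0.8 mM final as the reducing agent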
# ROMK primary: human ROMK K+ channel modulation, primary screen; P48048; Tet-inducible ROMK, thallium flux fluorescence; actives lie on both sides; B-score at 10 µM; 2% of 130,000 active; AID 1918;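 active = signal ratio slope over the read window, or its plate-corrected B-score, at least 3 SD from the plate mean, either direction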;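 note: B-score of the F/F0 ratio slope over 7 to 12 s after thallium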
# Target sequence (P48048 whole entry, looked up): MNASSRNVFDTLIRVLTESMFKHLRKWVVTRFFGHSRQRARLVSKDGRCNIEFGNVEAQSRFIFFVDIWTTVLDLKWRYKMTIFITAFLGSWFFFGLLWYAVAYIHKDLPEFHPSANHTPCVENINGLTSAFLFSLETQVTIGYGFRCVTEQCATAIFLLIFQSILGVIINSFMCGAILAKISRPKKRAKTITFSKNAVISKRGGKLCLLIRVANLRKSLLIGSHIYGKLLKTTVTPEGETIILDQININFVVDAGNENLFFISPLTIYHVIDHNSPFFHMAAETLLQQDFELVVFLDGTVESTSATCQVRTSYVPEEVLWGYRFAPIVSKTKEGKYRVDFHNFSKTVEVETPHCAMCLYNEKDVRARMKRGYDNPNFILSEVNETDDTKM
# PPARg SRC-3 ag: agonists of human PPARgamma SRC-3 coactivator recruitment; activation, % at 8 µM; biochemical PPARgamma/SRC-3 coactivator recruitment assay; 0.26% of 200,000 active; in the data active = activation above about 23%;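 note: 0% = DMSO and 100% = reference agonist; some compounds past the cut are filed as inactive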
# Target sequence (P37231 whole entry, looked up): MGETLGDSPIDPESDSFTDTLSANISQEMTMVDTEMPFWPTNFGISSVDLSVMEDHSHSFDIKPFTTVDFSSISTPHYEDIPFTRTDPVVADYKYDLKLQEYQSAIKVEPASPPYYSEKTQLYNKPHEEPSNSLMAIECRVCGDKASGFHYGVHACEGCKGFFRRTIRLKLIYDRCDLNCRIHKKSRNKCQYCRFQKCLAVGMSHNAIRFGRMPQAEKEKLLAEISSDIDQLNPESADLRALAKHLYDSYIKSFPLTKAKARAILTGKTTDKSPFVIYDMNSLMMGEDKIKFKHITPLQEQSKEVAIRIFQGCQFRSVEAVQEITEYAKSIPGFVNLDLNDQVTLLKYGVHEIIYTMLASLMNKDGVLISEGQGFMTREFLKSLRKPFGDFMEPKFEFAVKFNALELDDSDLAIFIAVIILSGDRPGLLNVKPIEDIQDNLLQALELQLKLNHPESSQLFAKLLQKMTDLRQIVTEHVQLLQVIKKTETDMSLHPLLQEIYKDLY
# PPARg SRC1 recr: promotes SRC-1 coactivator recruitment by human PPARgamma | 0.41% of 200,000 active | P37231 | activation, % at 8 µM | AID 631 | PPARgamma-SRC-1 coactivator recruitment biochemical assay; in the data active = activation above about 19%;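 note: 0% = DMSO and 100% = reference agonist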
# SRC2 TRFRET art: flags TR-FRET format artefacts in PPARgamma SRC-2 recruitment agonist screen | 0.4% of 200,000 active | TR-FRET ratio at 8 µM | TR-FRET artefact counter-screen; hits give high values | AID 1049; in the data active = TR-FRET ratio above about 2000; note: inactives centre near 1500
# bIAP activator: intestinal alkaline phosphatase (bovine) activation; purified bovine IAP, CDP-star luminescence, 30 min; hits give high values; fold of DMSO-control signal, blank-subtracted; activation factor at 20 µM; AID 1016; 0.17% of 200,000 active;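 active = activation factor of 2 or more at 20 µM, a signal rise over negative controls twice the positive control's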
# TLR4-MyD88 BLA: inhibitors of human TLR4-MyD88 binding; inhibition, % at 8.4 µM; AID 861; 0.18% of 200,000 active; HeLa CL3-4 TLR4/MyD88 BLA complementation, FRET ratio; O00206+Q99836; in the data active = inhibition above about 25%;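 note: 0% = vehicle and 100% = reference inhibitor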
# S1P3 antagonist: S1P3 (human) receptor antagonism; CHO S1P3 NFAT-BLA reporter, FRET fluorescence, antagonist mode; inhibition, % at 4.98 µM; 0.27% of 170,000 active; AID 485;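 active = inhibition above the plate cutoff, the mean inhibition of test wells on that plate plus 3 SD, cut at about 28% in these data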;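 note: cells challenged with S1P at its EC80 of 0.8 µM; blue over green emission ratio from cleaved BLA substrate after 4 h stimulation; 0% = S1P-stimulated wells and 100% = unstimulated DMSO-only wells; some compounds past the cut are filed as inactive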
# PPARg SRC2 recr: promotes SRC-2 coactivator recruitment by human PPARgamma; PPARgamma LBD-SRC-2 recruitment, biochemical; activation, % at 8 µM; 0.34% of 200,000 active; AID 1032; in the data active = activation above about 22%;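 note: 0% = vehicle and 100% = reference agonist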
# bIAP inhibitor: intestinal alkaline phosphatase (bovine) inhibition. 190,000 tested, under 10 active. inhibition, % at 20 µM. purified bovine IAP, CDP-star luminescence, 30 min. AID 1019;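 active = over 50% inhibition of intestinal alkaline phosphatase at 20 µM in the single-dose screen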
#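 test system = bovine IAP enzyme | medium = DEA buffer 100 mM, pH 9.8, with MgCl2 1.0 mM, ZnCl2 0.02 mM | detection = luminescence | dosing = single compound dose of 20 µM, 2% DMSO final | incubation = 30 min reaction at room temperature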
# Lmaj promast: Leishmania major promastigote growth inhibition | 9% of 200,000 active | inhibition, % at 10 µM | Leishmania major promastigotes, resazurin fluorescence viability | AID 1063; in the data active = inhibition above about 50%;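 note: promastigotes grown with compound for 44 hours at 28 °C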
# Numbers without * were called inactive; · = no result given.
Compound,Redox H2O2 prof,ROMK primary,PPARg SRC-3 ag,PPARg SRC1 recr,SRC2 TRFRET art,bIAP activator,TLR4-MyD88 BLA,S1P3 antagonist,PPARg SRC2 recr,bIAP inhibitor,Lmaj promast
COc1ccc(N(CC(=O)NCc2ccco2)S(C)(=O)=O)cc1Cl,-0.8,0.92,2,6,1560,1.1,8,·,4,-12,-1
CC(C)(C)NC(=O)Cn1nnnc1-c1nonc1N,1.1,·,8,0,1718,1,3,-4,2,4,-4
O=C1C2CCCN2C(=O)N1CCCCN1CCN(c2cccc(Cl)c2)CC1 (stereo not drawn),-0.8,-0.61,3,17,1424,0.9,-3,-18,-1,12,0
CC(Sc1ccc(Cl)cc1)C(=O)Nc1ccc(S(=O)(=O)N2CCOCC2)cc1 (stereo not drawn),-0.7,·,11,-4,1684,1,-15,·,-2,-2,14
Cc1scc(C(=O)N2CCN(S(C)(=O)=O)CC2)c1-c1ccccc1,-0.3,-0.053,1,4,1598,1,20,-10,9,4,-8
CCOc1ccc(Nc2nc(NCC3CCCO3)c3ccccc3n2)cc1 (stereo not drawn),0.5,-2.7,4,-2,1414,0.8,16,-1,-5,18,101*
CC12CC3CC(C)(C1)CC(C(=O)NCc1ccco1)(C3)C2,0.2,-0.18,1,8,1400,1,2,13,5,3,-1
CC(=O)n1cc([C@@H]2C=C(C(=O)N3CCN(Cc4ccccc4)CC3)O[C@H](OCc3ccc(CO)cc3)C2)c2ccccc21,-1.1,·,1,4,1444,1.1,-7,-16,-7,-11,97*
N#Cc1sc2nc(C3CC3)cc(-c3ccccc3)c2c1N,0.2,·,1,1,1699,0.9,8,19,3,15,4
CCOC(=O)C1(CC2CCCCO2)CCN(C(=O)Nc2ccccc2)CC1 (stereo not drawn),-1.1,·,-2,-2,1305,1.1,-2,-11,-8,-10,16
COc1cc(/C=N/NS(=O)(=O)c2ccc(C)cc2)ccc1OCc1ccc(C(=O)O)cc1,-9.6,-0.044,-4,0,1472,1.1,-1,2,-5,-9,-3
O=C(CCNC(=O)c1ccc(Br)o1)NC1CCCC1,0.8,·,-8,-5,1386,0.4,9,-4,-7,·,0
CC(C)(C)/C(COc1ccccc1[N+](=O)[O-])=N/O,-0.3,0.48,1,7,1326,1,-11,-2,-4,3,20
Cc1ccc(O)c(-c2cc(C(=O)Nc3ccc(S(=O)(=O)Nc4nc(C)cc(C)n4)cc3)[nH]n2)c1,-0.1,·,3,6,1651,0.7,-12,-14,6,30,-10
O=C(NCCOc1ccc(Cl)cc1)c1ccc2ccccc2n1,-0.3,0.12,1,4,1545,0.8,0,-13,-4,17,-3
CC(NC(=O)C(Cc1ccccc1)NC(=O)c1ccccc1)C(=O)O (stereo not drawn),-9.4,·,5,5,1644,0.9,1,·,12,10,85*
O=C(c1ccccc1)N1CCN(S(=O)(=O)N2CCCCC2)CC1,1.9,0.92,-11,4,1500,0.9,10,0,-2,8,0
Cc1ccc(-c2nc(CS(=O)CC(=O)NCc3ccccc3)c(C)o2)cc1 (stereo not drawn),-1.3,·,0,1,1675,1,-15,-31,-3,-4,5
COc1c(O)ccc2cnn(-c3ccccc3C)c(=O)c12,-1.1,0.13,-1,8,1755,0.9,4,·,-1,6,-4
CC(C)[C@H](NC(=O)c1ccc(F)cc1)C(=O)OCC(=O)NC(=O)c1cccn1C,1.0,·,2,-4,1564,0.8,-2,-19,3,19,-6
CCOC(=O)c1cnc2ccc(OC)cc2c1NCc1ccccc1,0.0,-0.12,1,-2,1606,1,1,6,10,5,69*
Cc1cc2c(n1-c1ccc(C(N)=O)cc1)CC(C)(C)CC2=O,-0.2,0.069,14,3,1556,1.4,-4,·,13,-35,0
O=C(CN1CCN(c2ccccn2)CC1)Nc1cccc(S(=O)(=O)N2CCCC2)c1,-0.9,-0.46,-4,-2,1517,1.1,-14,-11,-11,-12,15
COC(=O)/C=C1\SC(=Nc2ccccc2)NC1=O,-0.9,-3,0,3,1477,0.9,-15,-6,-8,12,44
Cc1cc(C(=O)CN2C(=O)NC3(CCCc4sccc43)C2=O)c(C)n1-c1ccc(Cl)cc1 (stereo not drawn),1.0,·,-2,2,1556,1,6,4,1,3,84*
O=C(NCc1ccc2c(c1)OCO2)c1cc2ccccc2oc1=O,0.0,0.41,-5,4,1679,1,10,·,5,2,-1
Cc1ccccc1OCC(=O)N/N=C/c1cccn1C,0.8,·,11,14,1713,0.9,-7,·,9,10,1
COc1ccccc1-c1cc(C(F)(F)F)nc(S(=O)(=O)CCCC(=O)Nc2cccnc2Cl)n1,-0.7,-0.22,3,-1,1384,1.1,14,-5,-1,-12,45
Clc1ccc(CNC2CCCC2)c(Cl)c1,1.4,-0.91,-12,0,1327,0.9,-6,·,3,14,94*
COCCn1nnnc1SCC(=O)N1CCCCC1,2.6,·,-7,-6,1422,0.9,5,21,10,7,-5

# 3 compounds from above, sorted by the value under bIAP activator, descending.
Structure	bIAP activator
Cc1cc(C(=O)CN2C(=O)NC3(CCCc4sccc43)C2=O)c(C)n1-c1ccc(Cl)cc1 (stereo not drawn)	1
CC(NC(=O)C(Cc1ccccc1)NC(=O)c1ccccc1)C(=O)O (stereo not drawn)	0.9
O=C(CCNC(=O)c1ccc(Br)o1)NC1CCCC1	0.4

# (continued)
Compound,Redox H2O2 prof,ROMK primary,PPARg SRC-3 ag,PPARg SRC1 recr,SRC2 TRFRET art,bIAP activator,TLR4-MyD88 BLA,S1P3 antagonist,PPARg SRC2 recr,bIAP inhibitor,Lmaj promast
Cc1ccccc1CNC(=O)c1ccc(Cl)c([N+](=O)[O-])c1,0.5,-2,4,1,1298,1,2,-7,-3,2,28
COc1ccc(NC(=O)CSc2nnc3ccc(-c4ccncc4)nn23)cc1OC,-1.3,0.72,2,1,1421,1,18,-10,7,-1,12
Cc1nn(C)c2ncc(C(=O)c3cc(F)ccc3O)cc12,0.1,·,-8,0,1490,0.9,-7,·,3,14,3
O=C(Nc1cccc(Cl)c1)OCc1cn(-c2ccc(Cl)cc2)nn1,13,·,-3,6,1560,0.8,11,·,7,18,-2
CC(=O)N/C(=C\c1ccc(Br)s1)C(=O)O,0.0,0.31,0,-2,1421,1.3,-6,-19,-3,-35,-4
CCCC(=O)NC(=S)Nc1ccc(CN2CCOCC2)cc1,-2.0,0.069,-5,4,1589,1.1,-1,-20,2,-6,5
CCCCSc1cc(=O)n(-c2ccccc2)nc1C(=O)OCC,-0.4,·,3,2,1632,1,-11,·,5,-1,-6
O=C1CN(C(=O)COC(=O)c2ccc(N3CCCCCC3)c([N+](=O)[O-])c2)c2ccccc2N1,0.0,·,8,10,1633,0.9,1,-13,6,12,4
Cc1ccnc(N2C3CCC2CC(O)(c2ccccc2)C3)n1 (stereo not drawn),0.2,-1.3,3,1,1494,1,6,-28,3,5,3
c1ccc(-c2csc(-c3ccncc3)n2)cc1,-0.3,-1,2,4,1634,0.9,-5,-14,3,12,-3
CC(C)(C)NC(=O)CN(C(=O)Cn1nnc(-c2ccc(Cl)cc2)n1)C1CCN(Cc2ccccc2)CC1,-1.1,-0.78,-1,-2,1634,0.9,11,·,-3,11,9
Nc1nc(CSC(=S)N2CCCCC2)nc(Nc2ccccc2)n1,0.2,-0.91,-5,1,1600,0.9,12,0,2,8,10
c1ccc(OCCOCCN2CCN(C(c3ccccc3)c3ccccc3)CC2)cc1,0.1,-0.62,2,-9,1623,0.9,-1,9,6,7,21
O=C(Nc1ccc(F)cc1)Nc1nnc(COc2ccccc2F)s1,-0.2,·,-1,4,1538,1,11,-12,-5,3,-4
C/C(=N\Nc1ccc([N+](=O)[O-])cc1)c1ccc2c(c1)OCO2,1.9,1.2,2,-1,1491,1,32*,16,-4,1,-1
CCCCNC(=O)CNC(=S)N(Cc1cc(OC)c(OC)c(OC)c1)C1CCCC1,0.0,1.4,0,5,1532,0.5,-12,3,0,·,2
COc1ccc(C(O)c2nc3ccccc3s2)cc1 (stereo not drawn),-1.1,·,-5,7,1599,0.9,-9,2,5,14,-3
C=C(C)c1ccc(C(C)(C)NC(=O)NCc2ccco2)cc1,0.8,·,0,11,1675,0.9,-14,6,3,10,4
C=CCNC(NC(=O)c1ccccc1)(C(=O)OCC)C(F)(F)F (stereo not drawn),-0.1,·,13,-3,1620,1,7,-4,-8,2,-2
O=C(CSc1nnc2n1CCCN2)c1ccc(Cl)cc1,-0.5,0.66,2,10,1683,0.9,-7,-29,1,14,3
CCc1nn2c(=O)cc(CSc3nc4sc5c(c4c(=O)n3C)CCCC5)nc2s1,0.0,·,10,2,1543,·,0,11,2,·,-10
CCn1c(CNC(=O)c2ccco2)nnc1SCC(=O)c1ccccc1,-0.8,0.5,4,4,1553,1,5,3,6,-1,-7
COc1ccc(C(=O)Nc2ccc(S(=O)(=O)Nc3onc(C)c3C)cc2)cc1OC,2.5,-0.49,0,2,1511,1,1,-58,6,-2,-7
O=C(NCCCN1CCCCCC1)C1CC(=O)N(CCc2ccccc2)C1 (stereo not drawn),-2.5,-0.0028,4,-2,1615,1.1,1,0,4,-6,-3
COc1cccc(C2=NOC(C(=O)Nc3cccc(C(C)=O)c3)C2)c1OC (stereo not drawn),0.3,-0.75,-17,5,1511,0.9,9,-1,-8,10,8
O=C(Nc1cccc2ccccc12)N1CCN(c2ncccn2)CC1,-0.7,-1.8,6,4,1655,1.1,-4,-20,15,-11,4
CCOC(=O)c1cc(C#N)c(N2CCOCC2)nc1-c1ccccc1,-0.2,-0.41,7,5,1413,1,6,6,-2,-4,8
O=c1cc(C(Cl)(Cl)Cl)oc2c1ccc1ccccc12,1.3,-1.1,-5,0,1496,0.9,-9,·,1,7,98*
COc1ccc(CCNC(=O)C(C)c2ccc([N+](=O)[O-])cc2)cc1 (stereo not drawn),-0.3,-0.71,2,0,1609,1,-20,-10,-1,-1,-2
CC(=O)Nc1ccc(NC(=O)COc2ccc3c(c2)CCC3)cc1,-0.2,1.5,3,-3,1464,1,4,-3,-4,1,0
COc1ccc(-c2oc3ncnc(NCCCN4CCOCC4)c3c2-c2ccc(OC)cc2)cc1,2.1,-2,-1,1,1464,1,-14,-14,-3,-3,75*
Cc1cc(C(=O)Nc2ccccc2C(=O)N2CCCCC2)ccc1[N+](=O)[O-],-0.9,-0.59,-2,6,1573,1,-16,-34,-4,4,-2
COC(=O)c1cc2c(cc1Cl)SC(=NCCCN1CCOCC1)NS2(=O)=O,0.0,-0.046,-10,-2,1594,1,-29,-30,-8,4,10
CN(C)/C=C1\NC(=S)N(c2ccc(Cl)cc2)C1=O,-1.3,·,0,4,1424,1,-13,4,-5,1,-5

# High-throughput results: PubChem, several laboratories
